Screening data deposited in PubChem BioAssay by NCI.
All columns: NCI-60 one-dose screen, growth in % after 48 h at 10 µM unless noted; 100 = growth as untreated, 0 = no growth, -100 = all killed.
HS 578T: HS 578T breast cancer; 4.1% of 78,000 active; AID 1794788
BT-549: BT-549 breast cancer | 4.4% of 78,000 active
SR: SR leukemia cells; 8.7% of 73,000 active
MDA-MB-468: MDA-MB-468 breast cancer; 8.5% of 78,000 active; AID 2202374
K-562: K-562 leukemia | 7.4% of 78,000 active
T-47D: T-47D breast cancer; AID 1794792; 5% of 79,000 active
MCF7: MCF7 breast cancer; AID 1794796; 6.3% of 82,000 active
MDA-MB-231: MDA-MB-231 breast cancer | 5% of 81,000 active
Numbers without * were called inactive; nt = not tested or not shown; [ ] = remark or other dose. Rule for the calls: active = growth percent below 10; inactive = the rest. This is a random part of the collection; overall some 14% were active at least once.

SMILES | HS 578T | BT-549 | SR | MDA-MB-468 | K-562 | T-47D | MCF7 | MDA-MB-231
Cc1ccc([C@@H]2C[C@@H]3Cc4cc(F)ccc4N2O3)o1 | nt | 114.3 | 92.5 | 130.8 | 97.3 | 89.8 | 101.3 | 107.0
CC(C)(C)CC(C)(C)NCC#CCNC(C)(C)CC(C)(C)C | 104.5 | 102.0 | 91.0 | 95.3 | 101.3 | 78.4 | 97.4 | 93.7
Clc1ccc2c(c1)C=C1CSCC3=Cc4cc(Cl)ccc4OC13O2 | 96.5 | 97.6 | 58.9 | 91.2 | 60.6 | 88.8 | 83.0 | 102.2
O=C(O)CCCN1C(=O)/C(=C\c2cn(-c3ccccc3)nc2-c2ccc(Cl)cc2)SC1=S | 105.5 | 100.5 | 96.1 | 110.9 | 100.3 | 90.0 | 90.4 | 95.9
N#C/C(=C\NC(=S)Nc1cc(Cl)ccc1Cl)C(=O)c1ccc2ccccc2c1 | 108.9 | 95.1 | 86.2 | 123.6 | 101.6 | 77.2 | 86.6 | 87.9
O=C(O)[C@@H]1c2ccccc2C(=O)N(c2ccc(Cl)cc2)[C@H]1c1ccc(Cl)cc1 | 89.1 | 90.5 | 70.6 | 104.2 | 97.8 | 82.6 | 91.6 | 96.6
COc1cc(C2=N/C(=C\c3cc4ccccc4nc3OC)C(=O)O2)cc(OC)c1OC | 112.0 | 107.1 | 87.1 | 102.9 | 95.7 | 107.0 | 98.0 | 102.0
C(#CCN1CCCC1)CCCN1CCCC1 | 121.1 | 65.0 | 114.1 | 108.3 | 119.3 | 100.5 | 100.8 | 109.2
CCOC(=O)c1sc(/N=C2\NC(=O)/C(=C3/C(=O)N(C)c4ccccc43)S2)nc1C | 105.4 | 98.8 | 111.5 | 110.4 | 105.2 | 99.3 | 98.8 | 118.9
COc1nc(N)nc(-n2c(-c3ccc(Br)cc3)nc3ccccc32)c1NCc1ccc(Br)cc1 | 83.0 | 103.0 | 58.8 | 90.2 | 78.0 | 72.2 | 69.4 | 69.0
COC(=O)CCCCCC1CCCCC1 | 122.6 | 98.4 | nt | 94.0 | 94.9 | 98.0 | 92.2 | 92.8
Clc1ccc(C=Nc2ccc(Cl)cc2)cc1 | 104.1 | 106.9 | 82.5 | 101.7 | 94.0 | 87.1 | 92.4 | 111.5
c1ccc2c(NCCCN3CCN(CCCNc4c5ccccc5nc5ccccc45)CC3)c3ccccc3nc2c1 | -19.1*[100 µM] | -61.4*[100 µM] | -3.4*[100 µM] | -73.2*[100 µM] | -10.1*[100 µM] | -7.7*[100 µM] | -56.5*[100 µM] | -40.3*[100 µM]
COc1ccc(C2=NN(C(C)=O)C(c3cccc(Nc4ccnc5cc(Cl)ccc45)c3)C2)cc1 (configuration not stated) | nt | 50.4 | -8.2* | 38.9 | 18.3 | 37.5 | 37.4 | 63.0
Cc1cc(N2CCN(C)CC2)nc(N(CCNc2ccnc3cc(Cl)ccc23)Cc2ccccn2)n1 | 82.6 | 87.2 | nt | 67.7 | 27.8 | nt | 71.2 | 61.9
CS(=O)(=O)c1ccc(-n2nc(C(=O)N3CCC(Cc4ccccc4)CC3)cc2-c2ccc(Cl)cc2)cc1 | nt | 80.7 | 74.7 | 87.3 | 77.6 | 87.8 | 68.9 | nt
CC1(C)CC[C@]2(C(=O)N3CCOCC3)CC[C@]3(C)C(=CC[C@@H]4[C@@]5(C)C/C(=C/c6cccnc6)C(=O)C(C)(C)[C@@H]5CC[C@]43C)[C@@H]2C1 | 89.3 | 87.1 | 70.9 | 91.7 | 64.2 | 62.2 | 71.1 | 89.9
S=C(c1cccs1)N1CCN(c2ccc(Cl)cc2)CC1 | 145.0 | 65.9 | nt | 90.5 | 101.5 | 86.8 | 99.7 | 104.0
COC(=O)/C=C1\SC(=Nc2cccc(OC)c2)N(CCc2c[nH]c3ccccc23)C1=O | 81.0 | 52.3 | 12.0 | 64.0 | 40.8 | 46.1 | 25.8 | 66.1
Nc1cc(=S)nc(N)[nH]1 | 105.4 | 110.8 | 101.2 | 96.5 | 100.8 | 107.7 | 105.8 | 109.1
Clc1ccc(/C=N/Nc2nc3ccccc3s2)cc1 | 101.1 | 109.1 | 92.5 | 121.0 | 86.8 | 98.1 | 67.7 | 94.2
CC1=N/C(=C\c2ccc(F)cc2)C(=O)N1CCc1ccc(S(N)(=O)=O)cc1 | 103.4 | 106.1 | 79.4 | 103.1 | 102.0 | 106.7 | 90.4 | 110.6
COc1ccc(-c2cc(-c3nnc(SCC(=O)Nc4ccc(C(C)=O)cc4)n3-c3ccccc3)c3ccccc3n2)cc1 | 103.2 | 92.4 | 103.7 | 97.8 | 103.0 | 84.0 | 87.2 | 86.4
S=c1n(CN2CCCCC2)nc(-c2cc(Cl)cc(Cl)c2Cl)n1/N=C/c1ccc(Cl)cc1 | 97.0 | 116.5 | 49.1 | nt | 76.6 | 99.8 | 88.7 | 98.4
CCCCCCCCCCCCCCCCOCCCOP(=O)(O)C1CCCN(O)C1=O (configuration not stated) | 83.1 | 32.2 | 7.8* | -7.4* | 19.4 | 43.2 | 18.5 | 42.7

The closing 2 records of the section before lead into the next:
SMILES | HS 578T | BT-549 | SR | MDA-MB-468 | K-562 | T-47D | MCF7 | MDA-MB-231
S=c1n(CN2CCCCC2)nc(-c2cc(Cl)cc(Cl)c2Cl)n1/N=C/c1ccc(Cl)cc1 | 97.0 | 116.5 | 49.1 | nt | 76.6 | 99.8 | 88.7 | 98.4
CCCCCCCCCCCCCCCCOCCCOP(=O)(O)C1CCCN(O)C1=O (configuration not stated) | 83.1 | 32.2 | 7.8* | -7.4* | 19.4 | 43.2 | 18.5 | 42.7
OCCN(CCO)C(c1ccccc1)c1ccccc1 | 103.5 | 103.3 | 93.7 | 106.7 | 106.9 | 97.6 | 101.6 | 106.1
O=[N+]([O-])c1ccc2nc(Cl)sc2c1 | 95.3 | 106.1 | 93.1 | 116.7 | 99.0 | 82.8 | 93.1 | 95.3
CC(=O)NC1c2ccccc2-c2ccccc21 | 101.0 | nt | 101.7 | 81.8 | 109.6 | 96.6 | 96.5 | 98.1
COc1ccc(/C=C2\CN(Cc3cn(CCCNc4ccnc5cc(Cl)ccc45)nn3)C/C(=C\c3ccc(OC)c(OC)c3)C2=O)cc1OC | 34.0 | -56.1* | -11.8* | -11.1* | 4.6* | 49.5 | 36.9 | -10.2*
COc1ccc(Nc2nnc(-c3ccc(Cl)cc3)o2)cc1 | 58.6 | 74.7 | 62.6 | 80.4 | 70.0 | 43.6 | 50.8 | 39.8
Cc1ccc(N2CCN(C(=S)Cc3cccc4ccccc34)CC2)cc1 | 89.1 | nt | 53.3 | 107.0 | 66.4 | 96.1 | 98.5 | 103.5
COc1ccc2c(c1)SC1=NC=C(C(=O)NNC(=O)c3ccncc3)[C@H](c3ccccn3)N12 | 81.0 | 89.9 | 64.2 | 60.1 | nt | 61.0 | 67.2 | 94.2
O=C(NC1CCCCC1)C(c1ccccc1)c1ccccc1 | 100.6 | 92.1 | 85.4 | 98.0 | 94.8 | 94.8 | 96.3 | 119.6
OC(Cc1ccccc1)Cc1ccccc1 | 117.9 | 93.3 | 98.6 | 98.1 | 101.2 | 119.0 | 102.4 | 106.9
CCOC(=O)C1=C(C)N=C2Sc3cc(Cl)ccc3N2C1c1cn(-c2ccccc2)nc1-c1ccc(F)cc1 (configuration not stated) | 89.0 | 61.8 | 70.3 | 95.2 | 82.1 | 35.7 | 46.7 | 76.6
CC1(C)C(=O)/C(=C\c2ccc(C(F)(F)F)cc2)C[C@]2(C)[C@H]3CC[C@@H]4[C@H]5[C@H](C(=O)/C=C/c6ccc(C(F)(F)F)cc6)CC[C@]5(C(=O)O)CC[C@@]4(C)[C@]3(C)CC[C@@H]12 | 83.3 | 90.2 | nt | 80.3 | 36.8 | 53.9 | 57.6 | 71.8
Cc1cc(=O)oc2cc(OCCCCOc3ccc(/C=C/C(=O)Nc4ccc(Cl)cc4)cc3)ccc12 | 93.9 | 80.8 | 90.6 | 76.1 | 87.6 | 78.2 | 89.5 | 97.3
COC(=O)c1cc(-c2ccc(C)cc2)[nH]c(=O)c1C#N | 88.7 | 114.9 | nt | 107.7 | 108.9 | nt | 91.3 | nt
O=C(CCCN1CCC(O)(c2ccc(Br)cc2)CC1)c1ccc(F)cc1 | nt | 60.6 | nt | 49.2 | nt | 70.5 | 70.4 | 40.7
CCSc1nc2c([nH]1)c(=O)n(C)c(=S)n2C | 115.2 | 117.6 | 118.2 | 109.4 | 114.6 | 99.6 | 113.3 | 116.4
OCCN(CCO)c1cccc(Cl)c1 | 118.3 | 109.0 | 96.9 | 105.5 | 101.0 | 103.1 | 95.1 | 98.1
COc1cc(CNc2cnc(Nc3ccc(N4CCOCC4)cc3)nc2Oc2ccc(C)cc2OC)cc(OC)c1 | 81.1 | 89.6 | 89.7 | 92.7 | 71.9 | 61.6 | 80.6 | 82.2
COC(=O)CCC(=O)N(CCN(C)C)CCN(C)C | 111.5 | 102.7 | nt | 102.6 | 126.7 | 114.6 | 103.7 | 89.4
C=C(C)[C@@H]1CCC=C2CC[C@]3(C)[C@H](CC[C@@H]4[C@@]5(C)CCCNC(C)(C)[C@@H]5CC[C@]43C)[C@H]21 | 97.2 | 89.2 | -25.7* | -31.5* | -0.8* | 60.2 | 0.9* | -6.1*
O=C(O)CCCC(=O)c1ccccc1 | 102.6 | 92.2 | 93.9 | 83.0 | 89.9 | 97.2 | 108.2 | 100.7
[O-]c1on[n+]2c1CCCC2 | 100.9 | 109.4 | nt | 101.5 | 100.6 | 102.2 | 97.8 | 102.7
Cc1cccc(-c2ccc3c4c(cccc24)C(=O)N(c2nc4ccccc4s2)C3=O)c1 | 94.6 | 95.7 | 71.0 | 96.5 | 84.7 | 88.4 | nt | 72.4
O=C(Nc1ccc(Br)cc1)Nc1nc2ccc([N+](=O)[O-])cc2s1 | -3.6* | -21.5* | -27.9* | -29.0* | 2.8* | -19.0* | 1.1* | -5.4*
COc1ccc(/C=C(\c2cc(OC)c(OC)c(OC)c2)c2nnc(-c3cc4ccccc4o3)o2)cc1 | 91.6 | 99.3 | 94.6 | 95.7 | 97.7 | 90.1 | 94.1 | 106.3
COc1ccccc1Nc1nc(SC)nc(-c2cccc([N+](=O)[O-])c2)c1C#N | 97.2 | 98.1 | nt | 110.2 | 97.6 | 87.3 | 89.4 | 84.2

In another format: entries from further up.
Screens in order – HS 578T	BT-549	SR	MDA-MB-468	K-562	T-47D	MCF7	MDA-MB-231
> CCOC(=O)C1=C(C)N=C2Sc3cc(Cl)ccc3N2C1c1cn(-c2ccccc2)nc1-c1ccc(F)cc1 (configuration not stated)
 : 89.0	61.8	70.3	95.2	82.1	35.7	46.7	76.6
> CC1(C)C(=O)/C(=C\c2ccc(C(F)(F)F)cc2)C[C@]2(C)[C@H]3CC[C@@H]4[C@H]5[C@H](C(=O)/C=C/c6ccc(C(F)(F)F)cc6)CC[C@]5(C(=O)O)CC[C@@]4(C)[C@]3(C)CC[C@@H]12
 : 83.3	90.2	nt	80.3	36.8	53.9	57.6	71.8

Individual results from above:
COC(=O)c1cc(-c2ccc(C)cc2)[nH]c(=O)c1C#N in MCF7 = 91.3
Cc1cc(=O)oc2cc(OCCCCOc3ccc(/C=C/C(=O)Nc4ccc(Cl)cc4)cc3)ccc12 in MDA-MB-231 = 97.3

(listing goes on)
SMILES | HS 578T | BT-549 | SR | MDA-MB-468 | K-562 | T-47D | MCF7 | MDA-MB-231
Cc1ccc(-n2cc(-c3ccccc3)c3c(SCC(=O)N/N=C/c4ccccc4[N+](=O)[O-])ncnc32)cc1 | 94.0 | 93.9 | 105.1 | 78.6 | 91.6 | 77.2 | 41.4 | 86.3
COc1c([C@@H](CC(C)C)OC(C)=O)ccc2c1C(=O)OCc1cc(C)cc(O)c1O2 | 45.9 | 31.3 | 19.1 | 8.1* | 16.9 | 17.4 | 18.4 | 35.7
COc1cc(C2C3=C(CCCC3=O)N(c3sc4c(c3C#N)CCCC4)c3nc(N)c(C#N)c(N)c32)cc(OC)c1OC (configuration not stated) | 50.0 | 108.4 | 91.2 | 75.6 | 95.3 | 81.7 | 72.5 | 84.6
OCCCC(O)c1ccccc1 (configuration not stated) | 107.3 | 106.7 | 121.3 | 101.0 | 132.5 | 103.2 | 111.0 | 101.4
CCCN(CCC)CC(=O)N1CC(=O)Nc2ccccc21 | 178.0 | nt | 103.6 | 95.8 | 121.5 | 105.5 | 94.8 | 110.5
CC(=O)Nc1nnc(SCc2ccccc2)s1 | 92.1 | 101.3 | 99.2 | 99.9 | 98.8 | 82.4 | 99.3 | 100.1
Cc1cc([N+](=O)[O-])ccc1Nc1ccc(C(=O)Nc2nc3cc(C(=O)N4CCN(C(c5ccccc5)c5ccccc5)CC4)ccc3o2)cc1[N+](=O)[O-] | 75.9 | 79.2 | 87.8 | 25.5 | 54.9 | 22.1 | 70.1 | 78.9
C(=Nc1cccc2ccccc12)c1ccc2c(c1)OCO2 | 103.6 | nt | 85.7 | 96.7 | 86.0 | 98.1 | 113.4 | 88.6
N#Cc1ccccc1/C=N/NC1=NCCN1S(=O)(=O)c1ccc(Cl)cc1 | 83.6 | 98.8 | 96.9 | 96.4 | 90.7 | 92.7 | 89.9 | 93.4
Nc1nc2[nH]ncc2c(=O)[nH]1 | 108.9 | 101.4 | 92.6 | 96.2 | 42.3 | 86.8 | 97.0 | 103.4
Cc1nn(-c2ccccc2)c2nc3c(cc12)C(=O)CC3 | 99.0 | 107.6 | 96.1 | 107.7 | 100.9 | 90.1 | 82.1 | 94.0
Cc1ccc(NC(=O)/C=C/c2ccccc2)cc1 | 103.7 | 127.7 | 93.9 | 96.7 | 80.2 | 97.3 | 76.9 | 98.2

A draw from above in order of formula weight, smallest number first.
SMILES | HS 578T | BT-549 | SR | MDA-MB-468 | K-562 | T-47D | MCF7 | MDA-MB-231
Cc1nn(-c2ccccc2)c2nc3c(cc12)C(=O)CC3 | 99.0 | 107.6 | 96.1 | 107.7 | 100.9 | 90.1 | 82.1 | 94.0
C(=Nc1cccc2ccccc12)c1ccc2c(c1)OCO2 | 103.6 | nt | 85.7 | 96.7 | 86.0 | 98.1 | 113.4 | 88.6
CCCN(CCC)CC(=O)N1CC(=O)Nc2ccccc21 | 178.0 | nt | 103.6 | 95.8 | 121.5 | 105.5 | 94.8 | 110.5
